# Bioassay records deposited in PubChem by National Center for Advancing Translational Sciences (NCATS).
# GAA spleen mod – lysosomal alpha-glucosidase (human) modulation. Potency, µM (top dose mostly 79.9 µM), for inactives: at the highest dose activity change, negative = inhibition, actives largely listed as inhibitors. AID 2112. 240,000 compounds, 0.006% hits. human spleen homogenate, 4-MU-alpha-glucoside fluorescence. P10253;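 also: 0% = enzyme with vehicle and -100% = no enzyme basal signal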
#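 Human spleen homogenate (1 ug) with 4-methylumbelliferyl-alpha-D-glucopyranoside (1 mM final) in 50 mM citrate/phosphate pH 5.0, 0.01% Tween-20; 40 min at 37 C. Stopped at pH 10; 4-MU fluorescence Ex 365/Em 440 nm; AC50 by Hill fit.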
# GAA glycogen mod – GAA glycogen-cleavage inhibition or activation; P10253; recombinant GAA, glycogen substrate, Amplex Red glucose oxidase fluorescence; Potency, µM (highest dose often 76.4 µM), for inactives: top-dose activity change, negative = inhibition, hits mostly inhibitors; 300,000 compounds, 0.38% hits;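 also: 0% = full enzyme reaction and -100% = no-enzyme basal signal; the screen sought inhibitors and activators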
#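 Recombinant enzyme (4 nM final) with compounds titrated up to 77 uM and bovine liver glycogen (30 ug) in citrate pH 5.0, 0.01% Tween-20, 37 C 40 min. Released glucose detected by Amplex Red/glucose oxidase (Ex 573/Em 610); AC50 from Hill fits.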
# Tau fluor cs – counter-screen for tau fibril formation inhibitors. tau K18 P301L (four-repeat tau fragment) Alexa594 fluorescence, heparin fibrillization. Potency, µM (titrated, usually from 57.7 µM), for the others: at the highest dose activity change, negative = decrease. 280,000 compounds, 0.93% hits. AID 1463; also: % is scaled to controls: 0 for no effect and ±100 for the full control effect; nearly all actives have a fitted effect of over 55% in size
#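 Human K18 P301L tau (15 uM unlabeled plus 0.24 uM Alexa 594-labeled, final) in 100 mM sodium acetate pH 7 was mixed with compound and 20 uM heparin and incubated 6 hr at 37 C.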
# ALDH1A1 block – inhibitors of human aldehyde dehydrogenase 1A1 | Purified ALDH1A1, NADH fluorescence, propionaldehyde substrate | P00352 | AID 1030 | Potency, µM (titrated, usually from 75.3 µM), for inactives: top-dose activity, negative = inhibition, usual class: inhibitors | 220,000 compounds, 7.3% hits; active = well fitted inhibition curve with a large enough effect, not every such curve was filed as active; inconclusive = small, poorly fitted or top-dose-only effect, or another doubt; inactive = no such curve, though single readings can be large or run the other way;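 also: plate controls were no enzyme wells and a reference inhibitor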
# GAA inh – alpha-glucosidase (human) inhibition; purified human GAA, 4-MU-alpha-glucoside fluorescence; Potency, µM (series often up to 76.9 µM), for inactives: at the top dose activity change, negative = inhibition, most hits filed as inhibitors; 200,000 compounds, 0.005% hits;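 also: plate controls were uninhibited enzyme wells for no effect and no-enzyme background for full effect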
#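 Fluorescence at Ex 365/Em 440 nm from 4-methylumbelliferone reported enzyme activity after 20 min at room temperature. Reactions used 4 nM enzyme and 400 uM substrate at pH 5.0; curves fitted with the Hill equation.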
# Epigenetic reg – derepresses silenced GFP reporter in murine cells | 280,000 compounds, 0.2% hits | murine LDR cells, GFP reporter derepression, 30 h | Potency, µM (highest dose often 53.9 µM), for inactives: at the highest dose GFP activation, hits mostly activators; also: % of control where 0% means no effect; nearly all actives have a fitted effect of over 60% in size
#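 In this reporter-derepression format, murine cells bearing a silenced integrated CMV-GFP locus incubate with test compound (30 h, 37 C), then are washed and imaged; fluorescent objects of 20–120 um count as induced cells.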
# NPSR antagonist – antagonists of human neuropeptide S receptor cAMP signaling; Q6W5P4; CHO-NPSR cells, cAMP TR-FRET, antagonist mode; Potency, µM (titrated, usually from 38.3 µM), for the others: top-dose activity change, negative = inhibition, actives largely listed as inhibitors; 220,000 compounds, 1% hits; also: % is scaled to controls: 0 for no effect and ±100 for the full control effect; nearly all actives have a fitted effect of over 50% in size; many of its hits are not listed in these tables
# Target sequence (Q6W5P4 whole entry, looked up): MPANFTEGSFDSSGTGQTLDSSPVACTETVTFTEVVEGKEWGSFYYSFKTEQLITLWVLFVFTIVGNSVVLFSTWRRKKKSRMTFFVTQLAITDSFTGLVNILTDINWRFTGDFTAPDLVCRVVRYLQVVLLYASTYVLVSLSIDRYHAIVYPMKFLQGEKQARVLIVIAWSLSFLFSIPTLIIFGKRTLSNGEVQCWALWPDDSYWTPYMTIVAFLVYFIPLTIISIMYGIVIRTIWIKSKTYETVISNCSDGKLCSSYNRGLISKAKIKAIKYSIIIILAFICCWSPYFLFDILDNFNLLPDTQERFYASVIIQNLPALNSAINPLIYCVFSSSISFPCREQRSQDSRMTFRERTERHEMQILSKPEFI
# aGal spleen mod – inhibitors or activators of human alpha-galactosidase in spleen homogenate; P06280; AID 2107; Potency, µM (doses to about 80 µM), for the others: at the highest dose activity change, negative = inhibition, usual class: inhibitors; 240,000 compounds, 0.008% hits; human spleen homogenate, 4MU-alpha-Gal fluorescence, 40 min;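 also: 0% = enzyme with vehicle and -100% = no enzyme basal signal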
# Target sequence (P06280 32-429 limits assumed): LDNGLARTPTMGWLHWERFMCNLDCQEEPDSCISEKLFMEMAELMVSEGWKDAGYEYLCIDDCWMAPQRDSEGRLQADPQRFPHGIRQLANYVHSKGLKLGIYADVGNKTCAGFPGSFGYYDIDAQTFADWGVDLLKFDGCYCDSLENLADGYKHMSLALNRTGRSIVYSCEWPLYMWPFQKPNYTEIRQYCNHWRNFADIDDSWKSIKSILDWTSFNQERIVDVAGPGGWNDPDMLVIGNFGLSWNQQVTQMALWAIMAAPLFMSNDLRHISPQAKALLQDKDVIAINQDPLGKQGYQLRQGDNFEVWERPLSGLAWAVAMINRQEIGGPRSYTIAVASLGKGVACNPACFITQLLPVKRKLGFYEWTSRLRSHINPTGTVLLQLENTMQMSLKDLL
#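 qHTS titration in buffer at pH 5.0. Alpha-galactosidase activity in spleen homogenate was measured via 4-methylumbelliferone release from 1 mM fluorogenic substrate after 40 min at 37C and a pH 10 stop. AC50 came from Hill fits of control-normalized data.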
# The depositor's hits bear a star; ? = inconclusive; . = not tested or not shown; & = joins results of further samples; [ ] = another dose, or the depositor's remark. Unless noted, calls follow the shape of the dose curve; as a rule, active = well fitted curve in the direction sought with a large enough effect; inconclusive = small, poorly fitted or top-dose-only effect, or another doubt; inactive = no such curve, though single readings can be large; an effect the other way counts as inactive or inconclusive. Potency is read from the fitted curve at half-maximal effect. An excerpt, so the mix of outcomes need not match the whole.
SMILES,GAA spleen mod,GAA glycogen mod,Tau fluor cs,ALDH1A1 block,GAA inh,Epigenetic reg,NPSR antagonist,aGal spleen mod
CCCCOc1ccc(C2=NNC(=O)CC2)cc1,4%,-6%,-7%,-2%,0%,1.9%,10%,2%
CC(=O)Nc1ccccc1NC(=O)c1cc(C)ccc1C,4%,16%,-2%,15%,?,2.9%[10.1 µM],7%,-5%
COC(=O)Nc1nnc(-c2ccco2)s1,6%,-3%,-1%,.,.,3.0%,-5%,0%
Cc1ccccc1NC1=C(Cl)C(=O)OC1NC(=O)c1ccccc1 (stereo unspecified),5%,4%,-11%,-9%,-10%,1.5%,-3%[46.1 µM],11%
CC(C)OC(=O)NCCOC(=O)Nc1ccc(Cl)cc1,2%,12%,-12%,0%,4%,-0.1%,4%,6%
N#Cc1c(-c2ccccc2)cc2nc3ccccc3n2c1N,-8%,10%,-18%,?,?,8.9%,7%,-10%
COc1cc(CN2CCCC(CO)(Cc3cccc(Cl)c3)C2)cc2c1OCO2 (stereo unspecified),8%,6%,-26%,?,-12%,-2.8%,14%,2%
C[C@@H]1C(=O)O[C@@H]2[C@H](O)C34[C@H]5C[C@@H](C(C)(C)C)C36[C@H](OC(=O)[C@@H]6O)OC4(C(=O)O5)[C@@]12O (stereo partly specified),1%,5%,-4%,1%,0%[15.4 µM],-1.0%,-3%,-1%
CCCCN1CNC(=S)N(CCc2ccccc2)C1,1%,-4%,-1%,0%,-3%,0.0%,6%[46.1 µM],-5%
CN1CCN(C(=O)CNc2ccc(C(F)(F)F)cc2[N+](=O)[O-])CC1,-1%,3%,-13%,3%,0%,-0.4%,22%,2%
CCOC(=O)C1CCN(S(=O)(=O)c2cccc(-c3cn4cc(Cl)ccc4n3)c2)CC1,-18%,-3%,-17%,?,-13%,1.7%,-24%[46.1 µM],-7%
CC(C)(C)NC(=O)NC(=O)Cn1cc(C(F)(F)F)ccc1=O,2%,-10%,2%,6%,-4%,5.5%,-9%[46.1 µM],8%

# Individual results from the results shown.
# Result of `CCOC(=O)C1CCN(S(=O)(=O)c2cccc(-c3cn4cc(Cl)ccc4n3)c2)CC1` in aGal spleen mod: -7%
# Result of `COC(=O)Nc1nnc(-c2ccco2)s1` in Tau fluor cs: -1%

# Other results follow:
SMILES,GAA spleen mod,GAA glycogen mod,Tau fluor cs,ALDH1A1 block,GAA inh,Epigenetic reg,NPSR antagonist,aGal spleen mod
CCc1ccc(N(C(=O)c2snc(C(N)=O)c2N)C(C(=O)NCC2CCCO2)c2cccs2)cc1 (stereo unspecified),6%,-3%,-13%,?,6%,0.0%,-43%,19%
CC1CCc2c(sc(N)c2C(=O)OC(C)C)C1 (stereo unspecified),-1%,-28%,-22%,11µM*,-5%,-2.9%,4%[46.1 µM],16%
Cn1c(=NC(=O)C2CC2)sc2cccc(F)c21,8%,-31%,-10%,5%,-8%,-0.2%,-5%[46.1 µM],1%
Cn1ncc(Br)c1C(=O)Nc1c(F)c(F)cc(F)c1F,-18%,2%,-4%,10%,-4%,1.2%,-10%[46.1 µM],8%
CCCc1nnc(NC(=O)CN2C(=O)C3C4C=CC(C4)C3C2=O)s1 (stereo unspecified),-7%,2%,-11%,7%,-9%,0.0%,-3%[46.1 µM],-11%
CC(C)C(=O)N1CCN(c2ccc(NC(=O)COc3ccccc3[N+](=O)[O-])cc2)CC1,-2%,17%,-4%,1%,3%,2.2%,-16%,-6%
O=C(O)c1cnn(-c2ccccc2)c1-c1ccccc1,2%,7%,-5%,14%,4%,-0.9%,-6%[46.1 µM],5%
O=C(CSc1cn(CCNC(=O)c2cccs2)c2ccccc12)NC1CCCCC1,-6%,0%,-25%,?,-10%,-0.8%,-25%[46.1 µM],0%
Cc1cc(C)c2nc(/N=C(\N)NC(=O)Nc3ccccc3)nc(C)c2c1,-3%,-9%,-23%,?,4%,-2.6%,-4%,-2%
CN(C)Cc1c(C#N)c2ccccc2n1C,-5%,3%,2%,-15%,-2%,-1.0%,8%[46.1 µM],3%
CCC(C)NC(=O)Cn1cc2c(n1)CCC(C)C2 (stereo unspecified),2%,-12%,-3%,7%,-15%,0.8%,-2%[46.1 µM],5%
O=C(c1cnn(C(=O)c2cccc(S(=O)(=O)N3CCOCC3)c2)c1)c1cc(Cl)cc(Cl)c1O,1%,0%,-21%,2%,-11%,5.4%,27%,3%
Nc1cc(N)nc(SCC(=O)NCc2ccco2)n1,0%,2%,-3%,2%,9%,-3.0%,13%,-4%
COc1cccc2sc(NNC(=O)C3=COCCO3)nc12,-19%,?,-21%,15%,-1%,?,9%,-4%
COc1cccc(C(c2c(N)[nH]c(=S)[nH]c2=O)c2c(N)[nH]c(=S)[nH]c2=O)c1,0%,-12%,-6%,.,.,-1.0%,0%,-5%
COc1ccc(/C=C/C(=O)Oc2cccc(/C=N/NC(=O)c3cccc(F)c3)c2)cc1,-11%,-11%,?,-8%,0%,1.1%,-21%[46.1 µM],-3%
NS(=O)(=O)c1ccc(CCNC(=O)C2Cc3ccccc3CN2C(=O)c2ccco2)cc1 (stereo unspecified),3%,-5%,-3%,1%,-1%,-2.6%,-5%[46.1 µM],5%
O=C(Nc1ccccc1)c1nn(-c2ccccc2)c(=O)cc1C(F)(F)F,-5%,16%,-13%,2%,-5%,-1.1%,-21%[46.1 µM],2%
CCCNC(=O)OC[C@@H]1O[C@H](CCO/N=C(\C)CCC(=O)OC[C@@H]2O[C@H](c3ccccc3)C=C[C@@H]2Oc2ccc(OC)cc2)C=C[C@@H]1Oc1ccc(OC)cc1,4%[17.4 µM],.,-11%[11.6 µM],-2%[13.5 µM],.,3.4%[10.1 µM],.,-3%[17.5 µM]
Cc1cccc(C)c1N1CCN(c2ccc3nnc(C(F)(F)F)n3n2)CC1,3%,-12%,-18%,?,-4%,2.6%,-22%[46.1 µM],6%
COc1ccc(CC(=O)Nc2cccc(C(=O)NN3C(=O)c4ccccc4C3=O)c2C)cc1,1%,2%,6%,14%,-1%,4.9%,15%,1%
CC(C(=O)O)c1ccc(CC2CCCC2=O)cc1 (stereo unspecified),4%,.,-5%,14%,.,2.3%,5%[46.1 µM],-5%
COc1ccc(Nc2cc(=O)oc3ccccc23)cc1,0%,-2%,-14%,?,11%,-3.9%,-6%[46.1 µM],4%
C=CCNc1nc2c(c(=O)n(C)c(=O)n2C)n1CC,-7%,4%,-6%,11%,-1%,0.0%,-11%[46.1 µM],1%
CC(C)(C)C(=O)Nc1ccccc1N1CCN(C(=O)c2ccc(Cl)cc2)CC1,-7%,-3%,-9%,7%,-5%,0.0%,-14%[46.1 µM],?
Cc1ccccc1N1CCN(S(=O)(=O)C[C@]23CCC(CC2NC(=O)[C@@H](N)CCS(C)(=O)=O)C3(C)C)CC1 (stereo partly specified),1%,.,-14%,-15%,.,-1.2%,-11%[46.1 µM],1%
COc1ccc(C2=[N+]([O-])C(C)(C)N(O)C2(C)C)cc1,-2%,?,1%,1%,-1%,0.9%,12%[46.1 µM],-6%
c1ccc(-c2cnc(SCCN3CCOCC3)n2CC2CCCO2)cc1 (stereo unspecified),-2%,4%,-9%,10µM*,4%,0.0%,9%[46.1 µM],0%
CCOc1ccc2c(c1)C(C)=CC(C)(C)N2C(=O)Nc1ccccc1,-6%,?,?,?,?,-8.6%,-9%[46.1 µM],10%
COC(=O)c1ccc(-n2c(C)cc(C(=O)CCl)c2C)cc1,7%,0%,5%,0.45µM*,-3%,1.3%,3%,6%
O=C(NNC(=O)c1ccc(Cl)cc1Cl)c1cnccn1,0%,0%,9%,.,.,0.0%,-14%,-12%
O=C(NCCN1CCOCC1)c1cc2sccc2n1Cc1ccc(F)cc1,-10%,-4%,-12%,-14%,-5%,0.0%,-9%[46.1 µM],1%
COC(=O)[C@@]1(Cc2ccc(F)cc2)[C@@H]2[C@@H](CC(=O)[C@H]2CC(=O)C(=O)N2CCCC2)CN1C(=O)c1ccccc1,-2%,.,-7%,?,.,2.5%,.,2%
COc1cc(C2c3[nH]c4ccccc4c3CC3C(=O)N4C(Cc5c([nH]c6ccccc56)C4c4cc(OC)c(OC)c(OC)c4)C(=O)N32)cc(OC)c1OC (stereo unspecified),0%[17.4 µM],.,-14%[11.6 µM],1%[13.5 µM],.,1.1%[10.1 µM],.,-15%[17.5 µM]
COC(=O)COc1ccc(C(=O)OC)cc1,-3%,0%,-7%,3%,-1%,0.0%,-4%[46.1 µM],0%
S=C1Cc2ccccc2N1,3%,-4%,8.9µM*[quencher],.,.,0.0%,-48%,6%
Cc1ccnc(NC(=S)NC(=O)c2ccco2)c1,-9%,-9%,-2%,-14%,-7%,-1.1%,-8%[46.1 µM],-10%
CC(C)c1ccc(OCC(=O)NNC(=O)c2cnccn2)cc1,1%,5%,-9%,.,.,1.3%,39%,3%
Cc1noc(C)c1S(=O)(=O)N1CCc2nc(-c3ccccc3)c3c(c2C1)CO[C@@H](C)C3,-5%[17.4 µM],.,2%[11.6 µM],0%[13.5 µM],.,.,.,-10%[17.5 µM]
CS(=O)(=O)n1nc(-c2ccccc2)nc1N,-1%,9%,-3%,-2%,-4%,13%,0%[46.1 µM],8%
CCOC(=O)C(=O)Nc1ccccc1C(=O)NC(C)C,-4%,6%,-2%,-1%,-14%,1.0%,9%[46.1 µM],8%
O=C(Cn1cc(C(=O)c2ccco2)c2ccccc21)NC1CC1,-1%,11%,-7%,8%,-4%,-1.0%,-2%,-4%
CC(C)c1cccc(C(C)C)c1NC(=O)CNCc1ccccc1F,-13%,-9%,1%,-15%,6%,-0.9%,-8%,-4%
O=C(Nc1ccc(N2CCOCC2)cc1)C1CC(=O)N(c2ccccc2)C1 (stereo unspecified),1%,18%,7%,2%,7%,0.0%,7%,-22%
COc1cc(C(CC(=O)N2CCCC2)c2c(OC)cc(OC)c3c(-c4ccccc4)cc(=O)oc23)cc(OC)c1OC (stereo unspecified),-2%&-1%,0%,7%,.,.,0.0%,?,13%&-2%
Cc1ccccc1C(=O)NC(=S)Nc1sc2c(c1C#N)CCCC2,-9%,-11%,-30%,6.3µM*,0%,-0.9%,-11%[46.1 µM],-2%
